PfHsp40 yeast – compounds rescuing yeast from Plasmodium falciparum HSP40 toxicity | AID 504582 | growth rescue, % at 12.5 µM | S. cerevisiae expressing PfHsp40, growth rescue, ATP luminescence | 340,000 tested, 0.68% active; in the data active means growth rescue above about 28%, passing the limit was not always enough;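 further: yeast W303a lacking pdr1 and pdr3 grown in galactose medium; growth measured after three days at 30 °C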
Anthrax LF prot – anthrax lethal factor protease inhibition. P15917. inhibition, % at 10 µM. 360,000 tested, 0.12% active. multiplex microsphere protease cleavage assay, LF; in the data active means inhibition above about 30%; further: plate controls were buffer without enzyme for full effect and enzyme alone for no effect
Yp Topo-I inh – inhibitors of Yersinia pestis topoisomerase I | Y. pestis Topo-I cleavage product accumulation, plate reader | activity, % at 10 µM | 360,000 tested, 0.064% active | AID 504884; in the data active means activity above about 50%, passing the limit was not always enough; further: inactives centre near 2
Rv3671c protease – inhibits the M. tuberculosis serine protease Rv3671c; 320,000 tested, 0.048% active; inhibition, % at 5.96 µM; P9WHR9; in the data active means inhibition above about 38%;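 further: extracellular domain of Rv3671c used as enzyme; 0% = enzyme with DMSO and 100% = no enzyme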
PriA SSB inh – K. pneumoniae PriA-SSBct interaction inhibition | AlphaScreen SSBct-PriA binding, biotinylated peptide | inhibition, % at 33 µM | 430,000 tested, 0.6% active | AID 1272365; in the data active means inhibition mostly above about 37%, no sharp cut-off; inactive means mostly below about 20%;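 further: plate controls were negative control peptide for no effect and reference peptide for full effect; strong numbers were not always called active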
TcdB GH inh – inhibitors of Clostridioides difficile toxin B glycohydrolase | TcdB glycohydrolase enzymatic assay, plate reader | 350,000 tested, 0.24% active | inhibition, % at 9.99 µM | P18177; in the data active means inhibition above about 10%
Target sequence (P18177 whole entry, looked up): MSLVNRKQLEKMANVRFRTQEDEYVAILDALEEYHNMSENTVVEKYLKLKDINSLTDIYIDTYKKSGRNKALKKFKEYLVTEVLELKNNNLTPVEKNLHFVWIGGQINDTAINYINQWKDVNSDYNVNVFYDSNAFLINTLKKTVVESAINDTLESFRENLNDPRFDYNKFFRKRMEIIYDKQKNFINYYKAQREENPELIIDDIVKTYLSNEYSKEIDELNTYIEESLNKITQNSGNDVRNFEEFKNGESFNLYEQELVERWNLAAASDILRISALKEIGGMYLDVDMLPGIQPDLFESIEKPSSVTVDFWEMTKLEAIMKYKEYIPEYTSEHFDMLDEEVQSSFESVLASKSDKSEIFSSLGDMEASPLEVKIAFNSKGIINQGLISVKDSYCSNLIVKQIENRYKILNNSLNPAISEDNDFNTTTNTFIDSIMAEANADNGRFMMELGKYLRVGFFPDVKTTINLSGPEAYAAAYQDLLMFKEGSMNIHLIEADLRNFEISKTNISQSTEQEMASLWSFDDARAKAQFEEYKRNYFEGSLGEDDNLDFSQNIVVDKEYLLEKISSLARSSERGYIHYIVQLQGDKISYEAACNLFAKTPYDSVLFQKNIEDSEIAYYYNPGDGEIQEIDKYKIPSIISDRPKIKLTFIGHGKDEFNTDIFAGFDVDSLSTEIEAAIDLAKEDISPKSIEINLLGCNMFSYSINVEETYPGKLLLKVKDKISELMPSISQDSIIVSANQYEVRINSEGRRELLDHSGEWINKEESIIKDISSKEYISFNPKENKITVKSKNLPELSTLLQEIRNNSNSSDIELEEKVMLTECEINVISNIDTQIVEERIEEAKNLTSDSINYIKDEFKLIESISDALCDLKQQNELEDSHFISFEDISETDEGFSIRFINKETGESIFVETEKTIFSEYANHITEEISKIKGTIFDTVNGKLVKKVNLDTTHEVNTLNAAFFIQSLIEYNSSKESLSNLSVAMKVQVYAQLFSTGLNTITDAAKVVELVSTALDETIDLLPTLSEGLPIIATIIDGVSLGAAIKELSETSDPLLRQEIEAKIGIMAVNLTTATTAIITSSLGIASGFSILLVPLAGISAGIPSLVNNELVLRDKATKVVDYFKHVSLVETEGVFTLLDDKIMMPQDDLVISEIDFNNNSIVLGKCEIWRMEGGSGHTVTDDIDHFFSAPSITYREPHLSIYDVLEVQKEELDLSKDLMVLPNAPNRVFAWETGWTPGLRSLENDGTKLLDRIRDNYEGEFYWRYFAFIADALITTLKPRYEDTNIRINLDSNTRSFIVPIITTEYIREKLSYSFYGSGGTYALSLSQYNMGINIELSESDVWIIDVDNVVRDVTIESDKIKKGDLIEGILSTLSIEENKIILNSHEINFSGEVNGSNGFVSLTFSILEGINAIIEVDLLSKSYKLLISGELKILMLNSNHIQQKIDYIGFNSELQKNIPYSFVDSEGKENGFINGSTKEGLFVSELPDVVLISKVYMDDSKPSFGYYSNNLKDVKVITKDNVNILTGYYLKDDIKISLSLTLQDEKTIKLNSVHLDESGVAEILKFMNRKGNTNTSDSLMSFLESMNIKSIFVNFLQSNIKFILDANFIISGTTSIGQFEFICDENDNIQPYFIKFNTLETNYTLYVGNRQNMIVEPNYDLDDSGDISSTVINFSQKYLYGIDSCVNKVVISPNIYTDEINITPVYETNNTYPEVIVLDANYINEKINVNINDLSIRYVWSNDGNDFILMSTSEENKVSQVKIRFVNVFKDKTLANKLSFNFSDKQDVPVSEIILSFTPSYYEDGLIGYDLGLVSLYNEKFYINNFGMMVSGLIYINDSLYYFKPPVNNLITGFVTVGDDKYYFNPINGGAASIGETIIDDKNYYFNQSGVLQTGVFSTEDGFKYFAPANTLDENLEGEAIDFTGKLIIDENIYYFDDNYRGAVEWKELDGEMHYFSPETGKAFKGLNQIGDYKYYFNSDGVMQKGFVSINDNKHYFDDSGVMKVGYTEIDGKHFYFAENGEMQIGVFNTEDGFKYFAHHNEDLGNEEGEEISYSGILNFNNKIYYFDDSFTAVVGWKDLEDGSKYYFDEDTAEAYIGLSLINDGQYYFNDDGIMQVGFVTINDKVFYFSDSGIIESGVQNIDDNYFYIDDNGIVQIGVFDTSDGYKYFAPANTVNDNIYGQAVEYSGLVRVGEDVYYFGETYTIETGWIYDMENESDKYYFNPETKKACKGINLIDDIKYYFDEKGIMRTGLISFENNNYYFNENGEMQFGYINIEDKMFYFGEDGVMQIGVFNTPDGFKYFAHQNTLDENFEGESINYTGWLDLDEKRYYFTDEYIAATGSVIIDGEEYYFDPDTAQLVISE
MazF activator – increases E. coli MazEF RNase cleavage of RNA | P0AE70 | FAM/BHQ RNA-DNA oligo cleavage fluorescence, 5 h | activation, % at 20 µM | 350,000 tested, 0.32% active | AID 504720; in the data active means activation above about 50%
DUSP3 inh – inhibitors of human VHR1 phosphatase (DUSP3). recombinant VHR phosphatase, pNPP absorbance. inhibition, % at 13.3 µM. 290,000 tested, 0.52% active; in the data active means inhibition above about 50%; further: some compounds called inactive have numbers as strong as hits
Vc quorum ag – induces V. cholerae light production without autoinducers. V. cholerae BH1578 lux reporter, luminescence, 6 h. activation, % at 18.7 µM. 350,000 tested, 0.16% active; in the data active means activation mostly above about 9.7%, no sharp cut-off; further: not every result past the cut was called active; inactives centre near 0; reference of the scale not given here
3CLpro inhibitor – SARS-CoV 3CLpro protease inhibition; P0C6X7; recombinant SARS-CoV 3CLpro, quenched FRET peptide cleavage; 290,000 tested, 0.14% active; AID 1706; inhibition, % at 6 µM; in the data active means inhibition above about 12%
The depositor's hits bear a star; i = inactive; nt = no result given; & = joins results of further samples. Only part of the results is shown; rates above refer to the full screens.

structure	MazF activator	DUSP3 inh	Yp Topo-I inh	3CLpro inhibitor	PriA SSB inh	Anthrax LF prot	TcdB GH inh	PfHsp40 yeast	Vc quorum ag	Rv3671c protease
Cc1ccc(O)c(NC(=O)c2cc([N+](=O)[O-])ccc2Cl)c1	7	52*	-1	4	-11	-2	0.6	1.3	-1.4	12
CC1(C)CC(CCN(Cc2ccccc2)C(=O)c2ccco2)(c2ccccc2)CCO1 (stereo not drawn)	2	4	19	4	3	0	1.2	2.9	i	-7
COc1ccc(-c2csc3ncnc(N4CCN(c5ccccc5[N+](=O)[O-])CC4)c23)cc1	-24	14	-3	-6	-52	1	nt	3.4	0.6	-8
CC(NC(=O)C(=O)N1CCCCC1)C(c1cccs1)N1CCN(C)CC1 (stereo not drawn)	-13	61	1	10	-7	6	-0.4	-0.6	-0.4	4
CC(C)(C)NC(=O)NC(=O)CSc1nnc(COc2ccccc2Cl)o1	1	13	14	-3	-12	0	nt	0.5	5.9	-4
Cc1ccc(C(C)C)c(OCC(=O)NNC(=O)Nc2ccccc2)c1	7	nt	1	nt	2	3	1.9	0.1	-1.3	1
Cc1nnc(Nc2ccc3c(c2)ncn3C)c2ccccc12	3	18	4	0	1	-33	nt	-1.3	-0.3	-2
O=C(CSc1nnc(CNC(=O)c2ccccc2F)o1)c1ccc(Cl)cc1	8	11	4	-4	-12	-5	nt	0.9	3.9	10
Cc1ccc(-n2c(-c3cnccn3)n[nH]c2=S)c(Br)c1	0	16	15	-2	-7	1	1.0	-0.8	-0.5	-1
CCN1CCN(c2ncnc3c2cnn3-c2ccc(C)cc2C)CC1	-10	22	3	nt	-13	-6	0.5	0.3	-0.3	-3
C=CCN1CCC2(C)c3cc(O)ccc3CC1C2C (stereo not drawn)	2	nt	0	nt	-9	-3	0.9	0.1	i	-4
Cn1ncc(Cl)c1C(=O)N1CCN(C(=O)c2ccco2)CC1	-6	21	0	4	-3	-2	0.1	-1.3	i	nt
Cn1c(NC(=O)C2CCCO2)cc(=O)n(C)c1=O (stereo not drawn)	-3	11	1	0	-5	2	-0.2	-0.8	-3.6	4
O=C(OCC(=O)c1c[nH]c2ccccc12)c1ccc([N+](=O)[O-])s1	12	-6	-18	3	0	-2	-0.3	-5.2	-0.4	-23
O=C(c1ccc(F)cc1)c1c[nH]c(C(=O)NCCCN2CCOCC2)c1	9	1	-3	0	-10	-2	nt	0.6	i	-8
Cc1cccc(NC(=O)CNC(=O)CSc2nc(N)cc(N)n2)c1C	2	nt	4	nt	1	-4	0.2	-0.8	i	nt
CS(=O)(=O)c1nncn1-c1ccccc1	1	22	0	-4	-9	0	nt	0.7	nt	-8
N#C/C(=C/Nc1ccccc1)c1ccsc1	-4	11	-2	1	1	2	nt	1.2	nt	0
COc1cc(C)nc(Nc2nc(C)c(C(C)=O)s2)n1	4	-6	-4	-1	-8	3	nt	1.0	i	-18
CN(C(=O)c1ccc(NC(=O)Cc2cccc(NC(=O)C3CCCN(C(=O)C4CCCC4)C3)c2)cc1)C1CCCC1 (stereo not drawn)	6	nt	13	nt	-13	4	-5.9	2.3	1.0	-17
Cc1ccc(NC(=O)c2cc(-c3cccs3)on2)cc1C	-44	22	26	1	-7	1	0.2	-1.4	0.4	4
CCCC(O)(CCC)C(=O)NN(C(=O)CCl)c1ccccc1	3	12	-1	3	-2	-1	-7.3	-0.9	-0.2	0
COC(=O)c1[nH]c2ccc(C)cc2c1NC(=O)Oc1ccccc1	-3	29	-2	4	3	4	nt	-1.2	i	-1
C=CCC(CC=C)(C(N)=O)c1ccccc1	3	5	1	-5	-6	-3	0.2	-0.6	2.1	-1
Cc1nc(C(=O)Nc2ccc(Cl)cc2)nn1-c1ccc([N+](=O)[O-])cc1	10	-4	6	2	1	2	nt	0.0	-0.4	2
CN(CC(=O)Nc1cccc(F)c1)C(=O)c1cccnc1Sc1ccccc1	5	nt	12	nt	-20	-5	-1.5	0.2	-0.6	1
CCOc1ccccc1N(CC(=O)Nc1cccc(OC)c1)S(=O)(=O)c1ccccc1	-1	1	-2	-1	7	-10	0.2	0.4	0.4	-1
COc1ccc2c(c1)nc(NCCCO)n2Cc1ccccc1	-3	5	0	3	-9	0	0.5	-1.2	-0.5	-5
Cc1oc(-c2ccccc2)cc1C(=O)NCc1ccncc1	-10	18	-3	-3	-3	-2	0.8	-1.2	-0.6	-4
COc1cc(NC(=O)c2cccc([N+](=O)[O-])c2)ccc1NC(=O)c1cc2ccccc2o1	-19	20	-1	-10	-32	28	-1.6	3.5	i	-1
CON(C)C(=O)CCC1CCCN1C(=O)OC(C)(C)C (stereo not drawn)	-1	nt	3	nt	-13	-9	nt	2.7	-0.5	-3
Fc1ccc(COc2ccc(-c3nnco3)cc2)c(Cl)c1	-28	23	21	1	-10	-3	1.0	0.8	-0.5	-3
CC(=O)N1N=C2C3CCN(CC3)C2C1c1ccc(Br)cc1 (stereo not drawn)	-10	29	-4	0	-6	4	-0.3	0.0	i	-6
COC(=O)C(O)(c1ccc(NC(=O)c2cccs2)cc1)C(F)(F)F (stereo not drawn)	-1	33	-8	0	-8	0	1.9	nt	-1.6	8
c1ccc(-c2nnc(-c3ccco3)n2-c2ccccc2)cc1	0	-1	5	-4	-3	-10	nt	0.6	-1.6	4
COc1ccc(CCN(C(=O)c2ccc(F)cc2)C2=CC3CCC(C2)N3C)cc1OC (stereo not drawn)	0	1	-12	nt	-6	-4	nt	0.8	-0.4	1
Cc1ccc(NC(=O)C2CC2C)c(Cl)c1 (stereo not drawn)	-5	2	-1	6	-19	-1	0.8	1.0	0.5	1
CCCOc1ccc(C(=O)Nc2ccc(S(=O)(=O)NC3=NCCCCC3)cc2)cc1	-9	nt	28	nt	-6	nt	0.9	-0.9	-0.3	-13
CC(Sc1nncn1C)C(=O)Nc1ccc(N2CCCCC2)cc1 (stereo not drawn)	2	nt	3	nt	7	-1	-3.6	-0.9	-1.6	-10
COC(=O)/C(=C\c1cccnc1)NC(=O)c1ccc(OCc2ccccc2)cc1	7	1	19	3	-2&-2	-4	3.4	-0.2	5.9	1
O=C(CNC(=O)c1ccc(Cl)cc1)NCCCn1ccnc1	-10	-10	-4	0	-11	20	nt	0.3	-0.6	3
CSCCC(NS(=O)(=O)c1ccc(Cl)cc1)C(=O)OCC(=O)NC12CC3CC(CC(C3)C1)C2 (stereo not drawn)	1	13	9	3	-8	-6	nt	0.2	i	-3
O=C(CNc1ccc2ccccc2c1)N/N=C/C=C/c1cccc([N+](=O)[O-])c1	11	19	-20	3	nt	-1	0.6	0.4	-0.3	-10
C[C@]12CCC3C(CC[C@@H]4C[C@H](O)CC[C@]34C)C1CCC2=O (stereo partly drawn)	-4	nt	-2	nt	-4	-2	-9.5	2.1	i	3
CSCc1cc(N2CCOCC2)nc(-c2ccccc2)n1	0	11	-11	-2	-7	0	1.8	-0.4	-0.4	3
O=C(CCC1CCCC1)Nc1cc(Cl)ccc1N1CCOCC1	5	nt	22	nt	-8	-2	-9.4	4.3	-0.6	-9
N=C1/C(=C\c2ccc(OC(=O)c3ccco3)cc2)C(=O)N=C2SC(N3CCCCC3)=NN12	9	21	0	-1	-3	-1	-1.1	-1.0	i	12
COc1ccc(CNC(=O)CN2CCN(S(=O)(=O)c3cc(Br)ccc3Br)CC2)cc1OC	0	nt	19	nt	4	-5	-1.5	2.1	-0.3	nt
COc1ccc(OC)c2[nH]c(=O)c(CCNC(=O)c3ccc(Br)o3)cc12	11	-9	5	3	-15	3	nt	-0.5	-0.9	1
O=C(c1ccc(SCc2ccco2)c([N+](=O)[O-])c1)N1CCOCC1	10	17	-6	-2	10	-2	-0.3	0.5	i	3
CCN(CC)C(=O)Cn1cc(C(=O)C(=O)NCc2ccco2)c2ccccc21	4	34	1	-2	1	1	0.3	0.3	0.7	-17
O=C(c1cc(Cl)cc(Cl)c1)N1Cc2ccccc2-n2nncc2C1	0	nt	3	nt	nt	-3	1.1	nt	-0.3	nt
Cc1cc(C)c(C)c(S(=O)(=O)N2CCN(C(=O)C3CSC4(C)CCC(=O)N34)CC2)c1C (stereo not drawn)	-8	nt	14	nt	-15	1	nt	-0.4	i	4
CCOC(=O)CNC(=O)CSc1nc2cccnc2n1C	4	28	-2	6	-5	-4	nt	-1.7	i	2
CCc1ccc(-c2nn[nH]n2)cc1	-2	26	7	-6	-1	2	nt	-1.0	-3.7	-2
CCOC(=O)C1CCCN(C(=O)c2ccc(S(=O)(=O)N3CCOCC3)cc2)C1 (stereo not drawn)	5	nt	0	nt	-9	-4	0.9	2.7	i	-2
CNc1ccc2oc(C[C@H]3O[C@@]4(CC[C@H]3C)O[C@H]([C@H](C)C(=O)c3ccc[nH]3)[C@H](C)C[C@H]4C)nc2c1C(=O)O	3	18	-7	nt	-3	-1	1.2	143*	-5.8	-123
CCOc1ccc(-n2c(=S)sc3c(=O)[nH]c(SCC(=O)NC(C)CC)nc32)cc1 (stereo not drawn)	-12	24	8	-3	-1	-2	nt	-1.2	i	6
Cc1nn(Cc2ccccc2)c(Cl)c1C(=O)NCc1ccc(C)n1C	-2	32	19	2	9	-7	nt	-0.4	i	0
O=C1N=C2SCCN2/C1=C\c1ccc(Cl)cc1	-9	56*	3	-4	-10	4	nt	3.0	i	-4

Following part:
structure	MazF activator	DUSP3 inh	Yp Topo-I inh	3CLpro inhibitor	PriA SSB inh	Anthrax LF prot	TcdB GH inh	PfHsp40 yeast	Vc quorum ag	Rv3671c protease
CCOc1ccc(CN2CCNC(=O)C2CC(=O)NCCCn2ccnc2)cc1 (stereo not drawn)	0	35	-9	-5	-2	2	-3.4	0.0	nt	-8
Cn1c(C(=O)O)cc2c(=O)n3ccccc3nc21	1	15	-6	1	-9	5	0.9	-0.4	-0.7	10
NNC(=O)c1nn(-c2ccc(Cl)cc2)ccc1=O	7	17	16	2	0	-2	nt	-0.4	-0.2	-6
Cc1cc(C)c(OCCCCCn2ccnc2)c(C)c1	0	4	-10	4	9	5	0.5	-1.7	-0.3	nt
O=C1NC2(CCCCC2)C(=O)N1CC(=O)N(Cc1ccccc1)c1ccccc1	3	1	23	-1	-6	1	1.0	-0.1	-0.3	-6
O=C(N1CCN(c2ccccc2)CC1)C(F)(F)C(F)F	-2	52*	-1	-1	-21	-12	0.1	0.0	2.1	4
OCC(O)/C=N/Nc1nc(Nc2ccccc2)nc(Nc2ccccc2)n1 (stereo not drawn)	9	10	2	-5	nt	-6	-0.2	1.6	i	-12
Cc1nnc2ccc(-c3cccc(C(F)(F)F)c3)nn12	-2	nt	-2	nt	-14	4	1.0	2.1	i	4
Cc1cc(C)cc(N2C(=O)c3nccnc3C2=O)c1	0	4	-9	3	-4	2	1.5	0.9	-0.4	0
CCOC(=O)c1ccc(NC(=O)CSCCC(=O)O)cc1	5	34	-6	8	-5	-6	-0.1	0.3	-0.6	3
CC(C)C(=O)Nc1nnc(S(=O)(=O)N2CCCCCC2)s1	6	6	6	11	-7	-7	0.2	0.4	-0.1	-2
C#CCN1C(=O)C(O)(CC(=O)c2ccc3c(c2)OCCO3)c2ccccc21 (stereo not drawn)	10	38	-3	0	1	-5	-2.0	-0.3	-0.6	2

Assay outcomes from PubChem.
